Screening data (PubChem BioAssay)
NFkB SMM: binders of human NF-kappa-B p105. AID 624139. calls only. Small molecule microarray, anti-His fluorescence binding. P19838. 17,000 tested, 1.3% active;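 active = spot fluorescence over background significantly raised, with a chance value under 7% in all four replicate spots of the compound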;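 note: probe protein is his-tagged human p50 processed subunit at 1 µg/ml; raw spot fluorescence signals with no normalization applied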
Target sequence (P19838 1-433 limits assumed): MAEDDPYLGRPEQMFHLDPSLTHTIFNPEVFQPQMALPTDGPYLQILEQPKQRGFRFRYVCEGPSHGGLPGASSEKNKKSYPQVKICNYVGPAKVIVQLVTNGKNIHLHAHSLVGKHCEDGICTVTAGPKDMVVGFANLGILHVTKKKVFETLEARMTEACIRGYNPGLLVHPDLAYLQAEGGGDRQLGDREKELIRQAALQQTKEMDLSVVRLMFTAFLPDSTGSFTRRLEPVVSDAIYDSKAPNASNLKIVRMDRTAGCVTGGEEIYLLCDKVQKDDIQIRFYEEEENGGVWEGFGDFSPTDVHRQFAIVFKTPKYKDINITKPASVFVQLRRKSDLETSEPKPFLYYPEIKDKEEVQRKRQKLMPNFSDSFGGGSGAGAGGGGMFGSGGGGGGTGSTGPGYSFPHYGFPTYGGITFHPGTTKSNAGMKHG
Calls only; i = inactive; + = active, no number. An excerpt; count on the stated rates, not on these rows.

SMILES	NFkB SMM
C=C1[C@@]23C(=O)O[C@H](C)[C@]24O[C@@]2(C(=C)[C@]5(C=CC(=O)OC5(C)C)CC[C@]32C)[C@H](O)[C@@]1(C)OC4=O	i
CCNC(=O)C1OC(n2cnc3c(N)ncnc32)C(O)C1O (stereo not given)	i
CC(=O)c1c(C)n(Cc2ccccc2)c2c(Cl)c(Cl)c(Cl)c(OCC(=O)O)c12	i
CN(C(=O)Cc1ccc(Cl)c(Cl)c1)[C@H](CN1CCCC1)c1ccccc1	i
c1ccc2c(N3CCNCC3)cccc2c1	i
CCC(=O)O[C@H]1CC[C@H]2[C@@H]3CCC4=CC(=O)CC[C@]4(C)[C@H]3CC[C@]12C	i
O=c1cc(O)c2ccccc2o1	i
CCCN(CCC)CCc1ccc(O)c(O)c1	i
O=C(O)C1=CCCN(CCOC(c2ccc(C(F)(F)F)cc2)c2ccc(C(F)(F)F)cc2)C1	i
O=C(O)C1C2CCC(O2)C1C(=O)Nc1ccc(Cl)cc1 (stereo not given)	i
C[C@@H]1CN([C@@H](C)CO)C(=O)CCCn2nncc2CO[C@H]1CN(C)C(=O)Oc1ccc2ccccc2c1	i
CC(CO)NC(=O)C1C=C2c3cccc4[nH]cc(c34)CC2N(C)C1 (stereo not given)	i

Looked up one by one from the list above, 4 records:
SMILES	NFkB SMM
O=C(O)C1=CCCN(CCOC(c2ccc(C(F)(F)F)cc2)c2ccc(C(F)(F)F)cc2)C1	i
O=c1cc(O)c2ccccc2o1	i
CCC(=O)O[C@H]1CC[C@H]2[C@@H]3CCC4=CC(=O)CC[C@]4(C)[C@H]3CC[C@]12C	i
O=C(O)C1C2CCC(O2)C1C(=O)Nc1ccc(Cl)cc1 (stereo not given)	i

(cont.)
SMILES	NFkB SMM
C=CCC1(C(C)CCC)C(=O)NC(=S)NC1=O (stereo not given)	i
c1ccc2c(c1)cc1ccc3cccc4ccc2c1c34	i
COc1cc(C(=O)O[C@H]2[C@@H]3C=CO[C@@H](O[C@@H]4O[C@H](CO)[C@@H](O)[C@H](O)[C@H]4O)[C@@H]3[C@@]3(CO)O[C@@H]23)ccc1O	i
CC1(C)CCC[C@]2(C)c3cc(O)c(O)cc3C(=O)CC12 (stereo not given in full)	i
COc1ccc(CN2CCN(CCO)CC2)c(OC)c1C	i
CCC(C)[C@H]1C(=O)O[C@H](C(C)C)C(=O)N(C)[C@@H](C(C)C)C(=O)O[C@H](C(C)C)C(=O)N(C)[C@@H](C(C)C)C(=O)O[C@H](C(C)C)C(=O)N1C (stereo not given in full)	+
CCCCC/C=C\C/C=C\C/C=C\CCCCCCC(=O)NCCO	i
NCC(=O)Nc1ccc(Br)cc1C(=O)c1ccccc1	i
COc1ccc2c(c1O)-c1c3c(cc4c1C(C2)N(C)CC4)OCO3 (stereo not given)	i
COc1ccc(CNC(=O)/C=C/c2ccc3[nH]cc(CCN(C)C)c3c2)cc1	i
CO[C@H]1C=C2CCN(C)[C@H]2C2c3cc4c(cc3C(=O)O[C@@H]21)OCO4 (stereo not given in full)	i
C=CCN1CCC23c4c5ccc(O)c4OC2C(=O)CCC3(O)C1C5 (stereo not given)	i

Molecules above with four or more nitrogen atoms (two):
SMILES	NFkB SMM
CCNC(=O)C1OC(n2cnc3c(N)ncnc32)C(O)C1O (stereo not given)	i
C[C@@H]1CN([C@@H](C)CO)C(=O)CCCn2nncc2CO[C@H]1CN(C)C(=O)Oc1ccc2ccccc2c1	i

Additional results follow.
SMILES	NFkB SMM
COc1ccc2[nH]c3c(c2c1)CCN=C3C	i
COC1CC(OC2CCC3(C)C(CCC4(O)C3CC(OC(=O)c3ccccc3)C3(C)C(O)(C(C)=O)CCC43O)C2)OC(C)C1OC1CC(OC)C(OC2OC(C)C(O)C(OC)C2O)C(C)O1 (stereo not given)	+
C=CCN1CC[C@]23c4c5ccc(O)c4O[C@H]2C(=O)CC[C@@]3(O)[C@H]1C5	i
CN1C(=O)CN=C(c2ccccc2)c2cc(Cl)ccc21	i
COc1cc2c3cc1Oc1cc(ccc1O)C[C@@H]1c4c(cc(OC)c(O)c4Oc4cccc(c4)C[C@@H]3N(C)CC2)CC[N+]1(C)C	i
C[C@]12C=CC(=O)C=C1CC[C@@H]1C2CC[C@]2(C)C(=O)CCC12 (stereo not given in full)	i
C(#CCN1CCCC1)CN1CCCC1	i
C[C@@H]1CN([C@@H](C)CO)C(=O)CCCn2cc(nn2)CO[C@@H]1CN(C)C(=O)Oc1ccc2ccccc2c1	i
CC(C)(Cc1c[nH]c2ccc(Cl)cc12)NCCOc1ccccc1OCC1CC1	i
COc1cc(C(=O)OC2C[C@H]3CC[C@@H](C2)N3C)ccc1O (stereo not given in full)	i
NC(=NCc1ccc(Cl)cc1)SCCCc1cnc[nH]1	i
COc1ccc2c3c4n(c2c1)[C@@H](C=C(C)C)OOC(C)(C)C[C@@H]4N1C(=O)[C@@H]2CCCN2C(=O)[C@]1(O)[C@H]3OCC=C(C)C	i
COc1ccc2[nH]cc(CCNCc3ccc(Br)cc3)c2c1	i
CCCN(C/C=C/I)C1CCc2ccc(O)cc2C1 (stereo not given)	i
COc1ccc2[nH]cc(CCN)c2c1	i
COc1ccc(C(=O)c2c(C)n(CCN3CCOCC3)c3cc(I)ccc23)cc1	i
CCOC(=O)CN1C(=O)CC(C[C@@H](O)C2C[C@@H](C)C[C@H](C)C2=O)CC1=O (stereo not given in full)	i
C=CC(C)(C)[C@]12C=C(OC)C(=O)N3/C(=C/c4cnc[nH]4)C(=O)N[C@@]31N(OC)c1ccccc12	i
O=c1ccc2cc(OC3O[C@H](CO)[C@@H](O)[C@H](O)[C@H]3O)c(O)cc2o1 (stereo not given in full)	i
C/C=C(/C)C(=O)O[C@H]1C(C)=C2[C@H]([C@@H]1OC(=O)CCCCCCC)[C@@](C)(OC(C)=O)C[C@H](OC(=O)CCC)[C@@]1(O)[C@H]2OC(=O)[C@@]1(C)O	i
COc1cc(CNCCc2c[nH]c3ccccc23)c([N+](=O)[O-])cc1OC	i
Ic1cncc(OC[C@@H]2CCN2)c1	i
COc1ccc(CC2(CCc3ccncc3)C(=O)NC(=O)N(c3ccc(Cl)cc3)C2=O)cc1OC (stereo not given)	i
COc1ccc(-n2nc(C(F)(F)F)cc2-c2ccc(Cl)cc2)cc1	i

Reformatted: 4 of the compounds above
Compound | NFkB SMM
COc1ccc2[nH]cc(CCN)c2c1 | i
COc1ccc(C(=O)c2c(C)n(CCN3CCOCC3)c3cc(I)ccc23)cc1 | i
CCOC(=O)CN1C(=O)CC(C[C@@H](O)C2C[C@@H](C)C[C@H](C)C2=O)CC1=O (stereo not given in full) | i
C=CC(C)(C)[C@]12C=C(OC)C(=O)N3/C(=C/c4cnc[nH]4)C(=O)N[C@@]31N(OC)c1ccccc12 | i

(listing goes on)
SMILES	NFkB SMM
CCN1C[C@]2(COC)CC[C@H](O)[C@]34C1[C@H](C[C@H]23)[C@@]1(O)C[C@H](OC)[C@H]2C[C@@H]4[C@@H]1[C@H]2OC(C)=O	i
CCCCCOc1c(OC)ccc2cc(C(=O)NCc3ccc4c(c3)OCO4)c(=O)[nH]c12	i
CC(C)(C)NC[C@H](O)COc1cccc2[nH]c(C#N)cc12	i
CCC(CO)(C(=O)OC1CC2CCC(C1)N2C)c1ccccc1 (stereo not given)	i
CC(C)(C)C(=O)C(Oc1ccc(Cl)cc1)n1cncn1 (stereo not given)	i
C=CC1CN2CCC3(C(=O)Nc4ccccc43)C2CC1/C(=C/OC)C(=O)OC (stereo not given)	i
Cc1nc(N)sc1CCN	i
CC(C)c1cc2c(cc1O)[C@@]1(C)C[C@@H](O)CC(C)(CO)C1CC2 (stereo not given in full)	i
C=CCN1CC[C@]2(C)c3cc(O)ccc3CC1[C@@H]2C	i
Cc1ccc(C[N+](C)(C)C)o1	i
C=C1C/C(=C/C)C(=O)O[C@@H]2CCN3CC=C(COC(=O)[C@]1(C)O)[C@H]23	i
CC[C@@H](CO)NC(=O)[C@@H]1C=C2c3cccc4c3c(cn4C)C[C@H]2N(C)C1	i
CCN1CC2(COC)CCC(O)C34C5CC6C(OC)CC(O)(C5C6O)C(C(OC)C23)C14 (stereo not given)	i
O=C(O)C1C2CCC(O2)C1C(=O)NCCc1ccccc1 (stereo not given)	i
C=C(C)[C@H]1O[C@H]2CC[C@@]3(C)[C@@](O)(CC[C@H]4[C@@H]5OC(C)(C)[C@H]6C[C@@H]7C(=C)Cc8c(Cl)cc9[nH]c(c5c9c8[C@@]76O)[C@@]43C)[C@]23O[C@@H]3[C@H]1O	i
CC(C)C(O)(C(=O)OCC1=CCN2CCC(O)C12)C(C)O (stereo not given)	i
CN1C(=O)c2ccccc2NC(=O)C1Cc1ccccc1 (stereo not given)	i
C=CCN1CCC23c4c5ccc(O)c4OC2/C(=N\NC(=O)c2ccccc2)CCC3(O)C1C5 (stereo not given)	i
O=C1CC=C2C3CC4N(CCC45c4ccccc4N1C25)C/C3=C/CO (stereo not given)	i
C[C@]1(C(=O)O)CCC[C@]2(C)c3cc(O)ccc3CC[C@@H]12	i
CC=C1CN2C3CC1C1(C(=O)OC)C2CC2(c4ccccc4N(C)C32)C1O (stereo not given)	i
CNCC(O)c1ccc(O)c(OC)c1 (stereo not given)	i
O=C(N[C@H]1CN2CCC1CC2)c1ccc(Cl)cc1	i
Nc1ncnc2nc(SCc3nc4ccc(I)cc4c(=O)n3-c3ccccc3)[nH]c12	i
CN1C(=O)COc2c(C(=O)NC3CN4CCC3CC4)cc(Cl)cc21 (stereo not given)	i
C/C=C(/C)C(=O)OC1CCN2CC=C(COC(=O)C(O)(C(C)O)C(C)(C)O)C12 (stereo not given)	i
CCCCCc1cc(OC)c(CC=C(C)C)c(O)c1C(=O)O	i

A different layout for some results above.
structure: O=C1CC=C2C3CC4N(CCC45c4ccccc4N1C25)C/C3=C/CO (stereo not given)
- NFkB SMM = i

structure: C[C@]1(C(=O)O)CCC[C@]2(C)c3cc(O)ccc3CC[C@@H]12
- NFkB SMM = i

structure: CC=C1CN2C3CC1C1(C(=O)OC)C2CC2(c4ccccc4N(C)C32)C1O (stereo not given)
- NFkB SMM = i
